CHRM5 antagonist – antagonists of human muscarinic M5 receptor (CHRM5). 0.59% of 360,000 active. P08912. inhibition, % at 3 µM. CHO-hM5 cells, Fluo-8 calcium fluorescence, ACh EC80;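 active = inhibition above a per-plate cutoff, the mean of that plate's test compounds plus 3 SD, cut at about 27% in these data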;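 also: 0% = acetylcholine EC80 with DMSO and 100% = DMSO without agonist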
TAAR1 ag – agonists of human TAAR1. activation, % at 3 µM. Q96RJ0. 0.99% of 360,000 active. CHO RD-HGA16 TAAR1, Fluo-8 calcium fluorescence; vehicle wells 0%, saturating PEA agonist 100%;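 active = activation above the mean activation of all test compounds in the run plus 3 SD, cut at about 38% in these data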
Target sequence (Q96RJ0 whole entry, looked up): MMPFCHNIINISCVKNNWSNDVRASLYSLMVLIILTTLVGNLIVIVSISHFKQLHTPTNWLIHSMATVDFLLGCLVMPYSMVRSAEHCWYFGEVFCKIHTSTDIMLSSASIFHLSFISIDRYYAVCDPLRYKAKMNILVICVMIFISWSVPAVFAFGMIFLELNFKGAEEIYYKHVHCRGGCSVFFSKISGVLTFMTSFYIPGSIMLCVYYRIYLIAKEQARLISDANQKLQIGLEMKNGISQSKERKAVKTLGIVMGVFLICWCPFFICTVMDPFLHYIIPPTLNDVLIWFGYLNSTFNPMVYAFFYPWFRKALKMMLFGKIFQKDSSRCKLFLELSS
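Test system: RD-HGA16 (CHO) cells co-expressing Gα16 and hTAAR1 / Benchmarks: DMSO vehicle as 0%, PEA at EC100 as 100% / Repeats: no replicates (n 1) / Measure: % activation from peak over basal fluorescence ratio, DMSO-to-PEA scaled / Timing: 17-24 h plating, Fluo-8 75 min 37 °C, 30 min RT / Technique: kinetic Fluo-8 calcium fluorescence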
M5 PAM – potentiates acetylcholine response at human M5 receptor; CHO-K1 hM5, Fluo-8 calcium, ACh EC20 PAM; 0% = ACh EC20, 100% = ACh EC100; activation, % at 3 µM; 0.3% of 360,000 active; AID 624038;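 active = activation above the run cutoff, the mean activation of all test compounds plus 3 SD, cut at about 18% in these data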
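Test system: CHO-K1 hM5 cells / Doses: single-point, 3 µM nominal / Times: Post-acetylcholine fluorescence recording 140 s / Technique: Fluo-8 calcium fluorescence / Measure: Max/basal fluorescence ratio as % of EC20–EC100 ACh window / Benchmarks: low control EC20 acetylcholine (0%), high control EC100 acetylcholine (100%) / Replicates: one well per compound, no replicates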
CHRM5 agonist – CHRM5 agonism in calcium assay; activation, % at 3 µM; 0.19% of 360,000 active; CHO-K1 hM5 cells, Fluo-8 calcium fluorescence; 0% DMSO wells, 100% maximal acetylcholine response;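 active = activation above the run's mean over test compounds plus 3 SD, cut at about 23% in these data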;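 also: signal is peak over basal fluorescence ratio across the kinetic read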
TAAR1 antag – antagonists of human TAAR1; Q96RJ0; CHO RD-HGA16 TAAR1, Fluo-8 calcium fluorescence, antagonist; inhibition, % at 3 µM; 1.5% of 360,000 active;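 active = inhibition above a per-plate cutoff, the mean inhibition of test compounds on that plate plus 3 SD, cut at about 49% in these data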;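 also: 0% = DMSO plus EC80 beta-PEA response and 100% = DMSO alone without agonist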
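System: CHO RD-HGA16 cells bearing hTAAR1. Reagent: EC80 β-phenethylamine stimulus. Schedule: seeding 17-24 h prior, 75-min 37 °C, 30-min RT dye loading. Signal: Fluo-8 intracellular calcium dye fluorescence, real-time kinetic reads. Read-out: % inhibition from peak post-agonist over basal fluorescence ratio. Benchmarks: vehicle wells and EC80 agonist wells. Replicates: n of 1.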
CRFBP-R2 block – CRF-BP/CRF-R2 complex antagonism; HEK293 CRF-R2/CRF-BP, CRF-induced calcium fluorescence; inhibition, % at 11.8 µM; 0.59% of 350,000 active; AID 588475;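 active = inhibition of the ligand-induced calcium signal above about 50% at the single tested concentration, limit read from the data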
CHO-K1 Ca PAM – M1 PAM counterscreen hit in parental CHO-K1 cells; ATP EC20, Fluo-8 calcium fluorescence; 0% at ATP EC20, 100% at ATP max; activation, % at 3 µM; 0.02% of 360,000 active;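 active = activation above the run cutoff, the mean activation of all test compounds plus 3 SD, cut at about 40% in these data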;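 also: peak over basal fluorescence ratio in a 140 s read after ATP addition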
CRFBP-R2 agonist – CRF-BP/CRF-R2 complex agonism | HEK293 CRF-R2/CRF-BP, calcium dye fluorescence (FLIPR); percent of saturating CRF peptide response | activation, % at 13.2 µM | 0.46% of 350,000 active | AID 588473;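 active = activation of at least 50%, plus an integration ratio under a set limit after plate pattern correction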;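 also: plate controls were neutral control wells without compound for no effect and CRF at EC100 for full effect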
M4 PAM – potentiates acetylcholine response at human M4 receptor; CHO-K1 hM4/Gqi5, Fluo-8 calcium fluorescence, ACh EC20; 0% = ACh EC20, 100% = maximal ACh; activation, % at 3 µM; 0.4% of 360,000 active; AID 624126;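 active = activation above its plate's cutoff, the mean activation of sample wells plus 3 SD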; also: some results filed as inactive read as strong as hits
Target sequence (P08173 whole entry, looked up): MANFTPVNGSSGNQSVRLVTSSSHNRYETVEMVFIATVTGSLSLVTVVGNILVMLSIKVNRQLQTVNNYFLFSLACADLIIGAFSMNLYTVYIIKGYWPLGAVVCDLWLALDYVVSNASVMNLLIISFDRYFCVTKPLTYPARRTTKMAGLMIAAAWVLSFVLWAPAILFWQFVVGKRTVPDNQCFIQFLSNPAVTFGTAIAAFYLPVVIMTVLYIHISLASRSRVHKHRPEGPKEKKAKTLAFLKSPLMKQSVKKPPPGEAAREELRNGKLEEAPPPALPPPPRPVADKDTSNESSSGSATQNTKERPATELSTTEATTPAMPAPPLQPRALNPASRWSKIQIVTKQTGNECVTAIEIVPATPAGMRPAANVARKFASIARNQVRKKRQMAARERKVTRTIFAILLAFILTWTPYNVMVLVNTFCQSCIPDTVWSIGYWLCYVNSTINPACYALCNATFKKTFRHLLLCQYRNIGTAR
* = called active by the depositor; . = no result given. Compounds as they come; any-hit rate near 4.2%.

molecule	CRFBP-R2 block	M4 PAM	TAAR1 antag	CRFBP-R2 agonist	CHO-K1 Ca PAM	TAAR1 ag	CHRM5 agonist	M5 PAM	CHRM5 antagonist
Cc1cccnc1NC(=O)Nc1ccc(Cl)cc1	-2	7	7	-1.0	2	4	0	2	2
COc1cccc(NC(=O)CN(C)C(=O)c2cccnc2Sc2ccc(C)c(C)c2)c1	7	2	10	-0.7	12	3	1	2	7
Cc1ccc2c(c1)N(Cc1ccccn1)C(=O)C(C)O2 (stereo unspecified)	20	13	22	-5.3	4	-1	-5	0	-4
CC1(C)Cc2cccc(Oc3cc(NN4CCCCC4)c([N+](=O)[O-])cc3[N+](=O)[O-])c2O1	9	7	5	-0.7	-11	3	3	-2	1
COCCCNC(=O)C(=O)NCC(c1ccco1)N1CCN(c2ccc(OC)cc2)CC1 (stereo unspecified)	3	-4	-38	2.4	9	3	-3	-7	8
CN(CCc1ccccn1)C(=O)CCC1CCCN(C(=O)CN2CCCCCC2)C1 (stereo unspecified)	3	-6	-12	-1.2	18	1	-8	7	4
COc1ccc(NC(=O)C2CCCN(C(=O)c3ccc(Cl)cc3)C2)cc1S(=O)(=O)N(C)C (stereo unspecified)	2	4	4	-0.5	16	6	1	5	-3
CC(C)CNC(=O)c1cccc(NC(=O)c2ccco2)c1	1	0	1	0.0	0	3	4	-1	3
Cc1ccc(NC(=S)NCc2cccs2)cc1	18	3	16	2.4	8	5	-7	-4	9
O=C(O)CC1NC(=O)N(C2CCCCC2)C1=O (stereo unspecified)	5	2	-20	-0.7	6	0	-6	-12	-3
CCN(Cc1ccccc1)C(=O)c1cccc(S(=O)(=O)N2CCN(Cc3ccccc3)CC2)c1	12	-6	15	4.1	-24	3	2	-13	9
COc1cc(/C=N/NC(=O)c2ccc(CN3c4cccc5cccc(c45)S3(=O)=O)cc2)cc(OC)c1O	18	-5	10	30	5	6	-2	-6	10
CCc1nnc(NC(=O)C2COc3ccccc3O2)s1 (stereo unspecified)	3	-3	0	-2.3	16	0	-8	-3	-16
O=C(CSc1nc2ccccc2[nH]1)NCc1ccco1	-6	8	24	7.6	-17	0	3	-5	0
O=C(CCc1nnc(C2CCCCC2)o1)N1CCN(C2CCCCC2)CC1	5	-1	-7	-2.2	11	-1	-1	-6	7
COc1cc(C(=O)NNC(=O)Nc2ccc([N+](=O)[O-])cc2)cc(OC)c1OC	19	2	-5	1.2	1	6	3	1	-12
CCC(Cc1ccccc1)NS(=O)(=O)c1c(C)nc2sccn2c1=O (stereo unspecified)	10	-3	-11	-0.8	-5	1	1	-7	5
Cc1ccc(S(=O)(=O)N(CC(=O)NCc2ccncc2)Cc2ccc(F)cc2)cc1	-2	1	6	-0.8	-12	1	-3	1	7
O=C(CSc1n[nH]c(=O)[nH]c1=O)c1ccc(Cl)cc1Cl	9	2	-22	-3.0	16	-1	-2	4	5
S=C(NCCN1CCOCC1)N/N=C/c1cccs1	-9	7	-7	-0.6	8	0	0	-1	-7
CSc1ccc(CCNC(=O)CCc2nnc3ccc(N4CCCCC4)nn23)cc1	19	1	-27	-0.2	14	10	-2	-7	2
COc1ccccc1CNc1cc(C)ccc1C	4	10	-19	-0.4	21	7	-4	7	-11
CCC(C)(C)NC(=O)Cc1ccc(F)cc1	5	7	9	-0.6	14	2	-6	-1	6
O=C(N/N=C/c1ccncc1)c1cc2ccccc2o1	-3	1	-15	-1.1	16	15	-1	-5	6
NC(=O)CC(NC(=O)Cc1cccc2ccccc12)c1ccc(N2CCC(N3CCCC3)CC2)c([N+](=O)[O-])c1 (stereo unspecified)	3	14	-2	0.3	-19	5	-5	8	7
CC(=O)N(Cc1ccc(F)cc1)c1cccc(C)c1C	-11	8	11	-0.4	25	1	-9	2	-3
COc1ccc(CNC(=O)C/C(C)=N/NC(=O)Cc2ccc(OC)c(OC)c2)cc1	-2	4	-24	0.0	5	1	-1	-7	2
COc1ccc(O)c(/C=N/N2CCCCC2)c1	-8	-1	-18	1.0	-15	-2	5	-3	8
Cc1ccc(-c2nc3ncccn3c2N)cc1	.	13	-17	.	.	0	0	1	-1
Cc1cccc(S(=O)(=O)Nc2cccc3c2C(=O)c2ccccc2-3)c1	-143	-6	6	50	6	9	0	-13	9
COC(=O)CCC(=O)NC(=S)Nc1ccccc1F	-3	-8	-6	-0.1	10	0	2	-3	11
COCc1cc(C)[nH]c(=O)c1C#N	-19	21	3	-1.4	6	15	-3	8	-6
O=C(CCc1nc2ccccc2c(=O)[nH]1)Nc1nnc(SCc2ccc(Cl)cc2)s1	6	-4	-10	2.4	-24	0	2	-7	16
COc1ccc(CNC(=O)[C@H](CCSC)NC(=O)N2CCn3c2nc2ccccc23)cc1	-25	-3	-16	3.8	14	4	-4	-6	-1
C[C@H](O)[C@@H]1C(=O)N2CCc3ccc(N4CCOCC4)cc3[C@@H]2C[C@@H]1N(C)C(=O)C(C)(C)C	8	12	6	1.1	-3	0	3	1	-4
CC1CCCCN1C(=O)CCn1c(=S)oc2ccccc21 (stereo unspecified)	12	8	3	-0.4	15	0	-3	-1	5
COCCNC(=S)N(C)[C@H]1C[C@H]2c3cc(N4CCN(C)CC4)ccc3CCN2C(=O)[C@H]1[C@H](C)O	7	-3	8	3.2	-2	1	1	-4	4
Cc1sc2nc(COC(=O)CNC(=O)c3ccc(C(C)(C)C)cc3)[nH]c(=O)c2c1C	24	1	-36	4.9	25	-2	-2	-4	2
COc1ccc(NC(=O)C/C(C)=N/NC(=O)C2CCCCC2)c([N+](=O)[O-])c1	-7	3	5	-0.3	1	0	-5	-3	13
Cc1nnc(SCC2=C(C(=O)O)N3C(=O)C(NC(=O)Cc4ccccc4)C3SC2)s1 (stereo unspecified)	10	-2	-11	-2.0	6	18	1	-8	11
Cc1ccc2nc(-c3ccc(NC(=O)CN4C(=O)NC(C)(c5ccc(OC(F)F)cc5)C4=O)cc3)sc2c1 (stereo unspecified)	-7	2	-1	13	16	2	0	1	1
Cc1ccc(CN(C(=O)c2sc3ccccc3c2Cl)C2CCS(=O)(=O)C2)cc1 (stereo unspecified)	-23	-12	-5	-1.0	9	9	0	-6	5
O=C(CSc1ncn[nH]1)c1ccccc1	4	4	13	-1.9	17	5	2	5	-10
CC1(C)Cc2ccccc2-c2nc(-c3ccccc3)oc(=O)c21	19	1	-2	-1.2	14	10	-4	2	-7
C=CCn1c(SCC(=O)NNC(=O)Nc2cccc(Cl)c2)nnc1-c1ccccc1	-6	-10	13	0.2	4	4	-2	2	-2
Cc1ccc(NC(=O)CCN2C(=O)OC(C)(C)C2(C)O)cc1 (stereo unspecified)	1	8	1	1.1	20	1	0	5	5
CN(C(=O)c1ccc(NC(=O)C2CC=CCC2C(=O)O)cc1)c1ccccc1 (stereo unspecified)	-12	-2	6	0.6	-4	2	1	-3	2
Cc1onc(NC(=O)NC(=O)c2c(F)cccc2Cl)c1Br	1	6	-30	6.0	-24	3	-2	-1	8

Of the compounds above, two contain a tert-butyl group.
molecule	CRFBP-R2 block	M4 PAM	TAAR1 antag	CRFBP-R2 agonist	CHO-K1 Ca PAM	TAAR1 ag	CHRM5 agonist	M5 PAM	CHRM5 antagonist
C[C@H](O)[C@@H]1C(=O)N2CCc3ccc(N4CCOCC4)cc3[C@@H]2C[C@@H]1N(C)C(=O)C(C)(C)C	8	12	6	1.1	-3	0	3	1	-4
Cc1sc2nc(COC(=O)CNC(=O)c3ccc(C(C)(C)C)cc3)[nH]c(=O)c2c1C	24	1	-36	4.9	25	-2	-2	-4	2

(further entries)
molecule	CRFBP-R2 block	M4 PAM	TAAR1 antag	CRFBP-R2 agonist	CHO-K1 Ca PAM	TAAR1 ag	CHRM5 agonist	M5 PAM	CHRM5 antagonist
Cc1ccc2[nH]c(=O)c(CN(Cc3ccc4c(c3)OCO4)Cc3nnnn3C3CCCC3)cc2c1	1	-7	17	-4.6	12	4	-1	-7	7
O=C(Nc1cccc(Cl)c1)ON1CCCCC1	-10	0	-4	5.1	12	8	2	-3	-3
COc1ccc(CCC(=O)OCC(=O)N(C)c2c(N)n(Cc3ccccc3)c(=O)[nH]c2=O)cc1	13	6	-13	3.0	1	6	2	2	-2
CC(=O)Nc1ccc(SCC(=O)c2cc(C)n(Cc3cccs3)c2C)cc1	-7	-1	18	-0.1	-4	13	-5	-2	3
CC(=O)Nc1ccc(S(=O)(=O)N2CCN(CCc3ccccc3)CC2)cc1	20	1	1	-3.1	3	1	1	-1	8
ON=C1CCN(c2ncc(C(F)(F)F)cc2Cl)CC1	1	4	-12	1.1	-3	1	2	5	-3
COC(=O)C1CN(S(=O)(=O)c2ccc(C)cc2)CCN1S(=O)(=O)c1ccc(C)cc1 (stereo unspecified)	11	-7	-8	3.2	15	2	-3	-6	6
CC(=O)Nc1sc(C)c(C)c1C(=O)OCCOc1ccccc1	10	-6	-20	-0.6	7	-1	-3	-3	5
COc1cc(C2C(C#N)=C(N)Oc3cc(C)oc(=O)c32)cc2c1OCO2 (stereo unspecified)	13	2	-7	0.0	30	2	-4	-2	2

Assay outcomes from PubChem.
